VLA-4 inh: inhibition in a human VLA-4 binding assay | P13612 | VLA-4 expressing cells, ligand binding flow cytometry | inhibition, % (about 7 µM as worked out from the volumes in the protocol) | hit rate 0.2% among 330,000; in the data active = inhibition above about 50%
MEX-5 binding: C. elegans MEX-5 TCR-2 RNA binding activity; Q9XUB2; MEX-5/FITC-TCR2 RNA binding, fluorescence polarization; hits give low values; hit rate 0.38% among 300,000; activity score (negative = inhibition of binding), % at 10 µM; AID 1832;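 active = inhibition past about -25% in most replicates, and total fluorescence under double the plate's negative control median, limit read from the data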;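 note: 0% = DMSO and -100% = 5 µM competing unlabeled TCR2 RNA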
Target sequence (Q9XUB2 whole entry, looked up): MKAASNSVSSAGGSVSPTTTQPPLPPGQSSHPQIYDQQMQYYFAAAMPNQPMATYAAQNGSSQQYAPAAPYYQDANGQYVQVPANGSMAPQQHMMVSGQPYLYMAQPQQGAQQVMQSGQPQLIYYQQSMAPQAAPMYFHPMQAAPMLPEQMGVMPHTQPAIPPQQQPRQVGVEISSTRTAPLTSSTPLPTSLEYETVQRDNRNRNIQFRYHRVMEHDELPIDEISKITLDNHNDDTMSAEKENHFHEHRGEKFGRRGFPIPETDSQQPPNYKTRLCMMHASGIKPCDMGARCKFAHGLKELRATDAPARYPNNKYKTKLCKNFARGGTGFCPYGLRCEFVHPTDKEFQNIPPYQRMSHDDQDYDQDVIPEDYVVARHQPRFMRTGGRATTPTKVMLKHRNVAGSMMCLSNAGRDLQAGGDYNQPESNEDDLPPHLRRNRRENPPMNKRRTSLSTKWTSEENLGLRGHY
Bcl-xL primary: inhibitors of human Bcl-xL; Q07817; GST-Bcl-xL / FITC-Bim BH3 peptide fluorescence polarization; inhibition, % at 10.9 µM; hit rate 0.7% among 320,000; AID 2129;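 active = inhibition above the mean of all tested compounds plus 3 SD, cutoff set per campaign, cut at about 30% in these data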;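 note: 0% = DMSO wells and 100% = unlabeled Bim-BH3 peptide competitor; inhibitors lower millipolarization by displacing the labeled peptide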
Target sequence (Q07817 whole entry, looked up): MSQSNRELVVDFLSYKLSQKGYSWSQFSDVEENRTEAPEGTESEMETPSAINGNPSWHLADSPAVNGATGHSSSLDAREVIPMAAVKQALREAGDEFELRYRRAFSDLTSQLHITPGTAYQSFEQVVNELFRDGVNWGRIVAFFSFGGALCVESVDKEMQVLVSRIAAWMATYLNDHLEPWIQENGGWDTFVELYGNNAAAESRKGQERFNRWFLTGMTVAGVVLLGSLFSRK
MCL1-BIM inh: disrupts human MCL1 binding to BIM-BH3 peptide; GST-MCL1 / FITC-Bim-BH3 fluorescence polarization; inhibition, % at 10.9 µM; hit rate 0.68% among 320,000; AID 2057;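 active = inhibition above the mean inhibition of all tested compounds plus 3 SD, set per campaign, cut at about 40% in these data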;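 note: 0% = DMSO wells and 100% = unlabeled Bim-BH3 peptide control; higher means more loss of mP so more displacement of Bim peptide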
Target sequence (Q07820 whole entry, looked up): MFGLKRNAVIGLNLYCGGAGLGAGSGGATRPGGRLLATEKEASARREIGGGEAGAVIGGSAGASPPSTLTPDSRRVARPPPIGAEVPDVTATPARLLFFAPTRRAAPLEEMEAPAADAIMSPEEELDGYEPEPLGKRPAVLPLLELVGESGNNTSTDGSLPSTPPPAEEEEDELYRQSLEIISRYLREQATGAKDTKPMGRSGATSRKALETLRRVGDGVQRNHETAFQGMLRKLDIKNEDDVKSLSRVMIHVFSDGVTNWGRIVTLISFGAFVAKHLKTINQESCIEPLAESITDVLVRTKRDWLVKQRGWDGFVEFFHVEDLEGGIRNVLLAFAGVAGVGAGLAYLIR
GLD-1 RNA inh: GLD-1-TGE RNA interaction inhibition (C. elegans); inhibition, % at 5.96 µM; AID 2280; purified GLD-1 + fluorescein TGE RNA, fluorescence polarization; hit rate 0.44% among 320,000; Q17339;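 active = percent inhibition above a per-plate cutoff, the plate mean of test compounds plus 3 SD, cut at about 30% in these data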;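 note: 0% = DMSO wells with GLD-1 and probe and 100% = wells lacking GLD-1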
PME-1 inh: PME-1 (human) inhibition; Q9Y570; recombinant PME-1, FP-Rh probe fluorescence polarization; hit rate 0.53% among 320,000; inhibition, % at 5.9 µM;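 active = inhibition above the campaign mean of all compounds plus 3 SD, cut at about 26% in these data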;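 note: competitive labeling of PME-1 active site by serine hydrolase directed probe; 0% = PME-1 with DMSO and 100% = wells lacking PME-1 enzyme; inhibitors block probe labeling so polarization falls and inhibition rises; many of its hits are not listed in these tables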
Fam108B inh: Fam108B inhibition, counter-screen for RBBP9 inhibitors; recombinant Fam108B, FP-Rh probe fluorescence polarization; inhibition, % at 9.51 µM; hit rate 0.33% among 300,000; AID 1947;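 active = inhibition above the screen mean inhibition plus 3 SD, computed separately per campaign, cut at about 18% in these data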;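 note: inhibitors lower polarization as less probe binds the enzyme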
Efflux pump inh: antifungal efflux pump inhibition, Nile Red retention. inhibition, % at 10 µM. S. cerevisiae Candida pump triplex. AID 485275. hit rate 0.44% among 330,000;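 active = plate passing quality check with inhibition over a set limit, or well fluorescence over plate mean plus 4 SD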;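 note: Nile Red retained in pooled yeast measured as flow cytometry median fluorescence; 0% = buffer negative control and 100% = Enniatin B positive control; higher means more Nile Red kept so more efflux inhibition; some compounds called inactive have numbers as strong as hits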
GRK2 inh: human GRK2 inhibition via aptamer displacement | bead flow cytometry, FAM-aptamer displacement from GRK2 | inhibition of aptamer binding, % at 10 µM | P25098 | hit rate 0.59% among 330,000;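 active = inhibition of aptamer binding above 40%, roughly 3 SD of noise, on plates passing a quality check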;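 note: median bead fluorescence of bound FAM aptamer so fluorescent compounds give negative values; no value below 0 was filed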
* = called active by the depositor; · = not tested or not shown. Only part of the results is shown; count on the stated rates, not on these rows.

SMILES | VLA-4 inh | MEX-5 binding | Bcl-xL primary | MCL1-BIM inh | GLD-1 RNA inh | PME-1 inh | Fam108B inh | Efflux pump inh | GRK2 inh
CCCNCc1cc(Br)ccc1OCC(=O)NCCc1ccccc1 | -2 | 0.4 | 1 | -5 | 9 | 3 | 1 | 0.3 | 0
O=C(c1cc2c(=O)n3ccccc3nc2s1)N1CCN(Cc2ccc3c(c2)OCO3)CC1 | 3 | -0.9 | 12 | 9 | 7 | 3 | 5 | 0.0 | 5
CC(C)(C)c1ccc(C(=O)N2CCC(=O)N(C(CO)Cc3ccccc3)CC2)cc1 (stereo not drawn) | -13 | -3.4 | 1 | 0 | -2 | 2 | -1 | 0.1 | 4
CCc1ccc(NC(=O)CSc2ccc(-c3ccco3)nn2)cc1 | 16 | 0.5 | 7 | 8 | 3 | 3 | -4 | 0.1 | 0
CCC1CCCCN1C(=O)COc1cccc2c1CCN(C)C2=O (stereo not drawn) | 15 | -1.1 | 5 | 4 | -4 | -4 | 1 | -0.2 | 0
Cc1c(OCC(=O)N(C)C)ccc2c(-c3ccccc3)cc(=O)oc12 | 2 | -4.9 | 2 | 3 | 3 | 6 | -5 | 0.1 | 3
Cc1noc(C)c1NC(=O)Nc1ccc2c(c1)C(=O)N([C@H](C)CO)C[C@H](C)[C@@H](CN(C)C(=O)NC1CCCCC1)O2 | -3 | · | · | · | 3 | · | · | -0.2 | 1
O=C1CCC(c2ccccc2)N1C(=O)c1cccnc1 (stereo not drawn) | 0 | 1.0 | 0 | 1 | 3 | 5 | 1 | -0.2 | 2
O=C(COC(=O)c1ccc(S(=O)(=O)NCc2ccco2)cc1)NCC1CCCCC1 | 14 | 1.2 | 0 | -3 | 3 | 4 | 5 | 0.0 | 22
O=C(c1cc(Br)ccc1O)N1CCN(S(=O)(=O)Cc2ccccc2)CC1 | -11 | · | 4 | -4 | 1 | 7 | · | -0.3 | 0
Clc1ccc(-c2nnc3cccc(Cl)n23)c(Cl)c1 | -9 | 0.6 | 6 | -3 | 3 | -2 | 1 | 0.0 | 5
O=C(COc1cccc2cccnc12)N/N=C1\SCC(=O)N1CCc1ccccc1 | 3 | -3.3 | -1 | 1 | 1 | 2 | -4 | -0.1 | 1
COc1ccc(NC(=O)c2c(Cl)cnn2C)c(C)c1 | 2 | 0.6 | 3 | 14 | 5 | -3 | 1 | -0.1 | 1
COc1ccc(-c2nnc(SCC(=O)Nc3cc(S(=O)(=O)N4CCCCC4)ccc3Cl)n2N)cc1 | 27 | · | -1 | -1 | -5 | 20 | -1 | -0.1 | 0
COc1cc(C(=O)NCC(C)C)c([N+](=O)[O-])cc1OC | 2 | -0.1 | 1 | 2 | 0 | 0 | 4 | -1.8 | 3
CCCS(=O)(=O)N1CCC(C(=O)NCC2CCCO2)CC1 (stereo not drawn) | 2 | · | 7 | 2 | -1 | -4 | 0 | -0.1 | 2
O=C(CSc1nncn1-c1cccnc1)N1CCOCC1 | -1 | 1.5 | 0 | 2 | 7 | -1 | -1 | 0.1 | 4
COc1cccc(CNS(=O)(=O)c2cc(-c3cc(C)no3)ccc2C(C)C)c1 | 8 | 0.9 | 4 | -1 | 8 | 2 | 0 | 0.0 | 0
COc1ccc2nc(Nc3nc(C)c(C(C)=O)s3)sc2c1 | -12 | -1.6 | 0 | 1 | 3 | 26 | 9 | 0.0 | 2
CN(CC1CCOCC1)C(=O)CC1C(=O)NCCN1CC(c1ccccc1)c1ccccc1 (stereo not drawn) | -11 | -1.6 | 16 | 17 | 10 | 10 | 1 | 0.0 | 0
COc1ccc(/C(C)=N/NC(=O)CNC(=O)COc2ccccc2)c(OC)c1 | 24 | 2.9 | 5 | 1 | 4 | 1 | 1 | -0.1 | 7
CCN1C(=NCC(C)C)N[C@@H](c2cccc(C(F)(F)F)c2)C(C(=O)OC)=C1C | 8 | -1.2 | -13 | -15 | -2 | 4 | 3 | 0.1 | 2
O=C(O)CCCN1C(=O)/C(=C/c2ccc(-c3nc4ccccc4s3)o2)SC1=S | 3 | -29* | 10 | 16 | -9 | 3 | 10 | 0.6 | 7
CN(C(=S)Nc1ccc(SC(F)F)cc1)c1ccc(O)cc1 | 15 | 1.7 | 16 | 18 | 9 | 6 | 2 | -0.4 | 1
COc1ccc(C(=O)N(CC2CCCO2)C(C(=O)NC2CCCC2)c2ccc(C)cc2)cc1OC (stereo not drawn) | 2 | -0.5 | -2 | 0 | 7 | -1 | 0 | 0.0 | 0

Remaining list, next part
SMILES | VLA-4 inh | MEX-5 binding | Bcl-xL primary | MCL1-BIM inh | GLD-1 RNA inh | PME-1 inh | Fam108B inh | Efflux pump inh | GRK2 inh
COc1cc(Cl)c(C)cc1NC(=O)CSC1=NCCS1 | 15 | · | · | · | 5 | · | · | 0.0 | 1
Cc1cccnc1NC(=O)CCc1nnc2ccc(NCc3ccco3)nn12 | -6 | 2.0 | 7 | 11 | 3 | -5 | 2 | 0.2 | 7
CC(=O)N(c1ccccc1)c1c(F)c(F)c(F)c(F)c1F | 5 | 4.4 | 4 | 3 | -2 | -1 | 0 | 0.1 | 2
Cc1ccc(-c2csc(N(CCCN(C)C)C(=O)c3ccco3)n2)cc1 | 9 | -0.3 | 3 | 0 | -6 | -1 | 0 | 0.1 | 0
Cc1ccc(C(=O)CCC(=O)OCC(=O)N(C)c2c(N)n(Cc3ccccc3)c(=O)[nH]c2=O)cc1 | 9 | -1.4 | 0 | -4 | 2 | -3 | 0 | 0.1 | 1
O=C(COC(=O)c1ccc(F)cc1)Nc1ccccc1N1CCOCC1 | -15 | 0.8 | 6 | 1 | -7 | 3 | -1 | 0.0 | 1
COc1ccc(Cl)cc1-c1nc(SCC(=O)NCCN2C(=O)CSC2=O)n[nH]1 | 13 | 0.1 | 0 | 4 | -3 | 3 | 1 | 0.6 | 7
COc1ccc(C(=O)Nc2cc(C)c(NC(=O)c3ccccn3)cn2)cc1 | -4 | -1.1 | 0 | 4 | 5 | 1 | 0 | -0.2 | 0
COc1cc(NC(=O)c2cccc(C)c2)c(Cl)cc1[N+](=O)[O-] | 15 | -3.6 | 2 | 9 | 4 | 2 | 1 | -0.1 | 2
CCc1ccc(NC(=O)CNC(=O)[C@@H]2Cc3ccccc3CN2)cc1 | -11 | 1.2 | 5 | -1 | 9 | 1 | 1 | -0.1 | 0
CC(=O)Nc1ccc(N(C(=O)c2ccccn2)C(C(=O)NC2CCCCC2)c2ccc(F)cc2)cc1 (stereo not drawn) | -10 | -1.2 | 16 | 7 | 8 | -2 | 1 | 0.1 | 0
CCOC(=O)CSC1=C(C#N)C(c2ccco2)C(C(=O)Nc2cccc(C(F)(F)F)c2)=C(C)N1 (stereo not drawn) | -2 | 2.8 | 0 | -5 | 6 | -22 | -18 | 0.1 | 0
Cc1ccc(NC(=O)C2CCCN2C(=O)c2cccs2)cc1C (stereo not drawn) | 2 | · | 6 | 5 | 4 | -1 | · | 0.1 | 0
COc1ccc(CC(=O)OCC(=O)NC(=O)NC23CC4CC(CC(C4)C2)C3)cc1 | 4 | 0.3 | -2 | -7 | 4 | 2 | -3 | 0.7* | 0
CCN(CC)c1ccc(Nc2nc(Cl)ncc2Br)cc1 | 13 | -0.3 | -1 | -1 | -7 | -8 | -1 | 0.0 | 0
COC(=O)[C@]1(Cc2ccccc2)N[C@H](CN(C)S(=O)(=O)c2ccc(-c3ccccc3)cc2)[C@@H]2C(=O)N(C)C(=O)[C@@H]21 | 5 | · | · | · | 6 | · | · | 0.0 | 4
CCOC(=O)Cc1nnc(NC(=O)COc2ccc(F)cc2)s1 | 0 | -1.4 | 1 | 5 | -4 | -3 | 2 | 0.2 | 1
CCn1c(-c2ccc([N+](=O)[O-])cc2)n[nH]c1=S | 23 | -2.3 | -17 | -20 | 6 | 5 | 0 | -0.1 | 0
CCCCNC(=O)c1cc2c(=O)n3cccc(C)c3nc2n(Cc2ccccc2)c1=N | 0 | -4.6 | 5 | 1 | -5 | -1 | -7 | 0.0 | 4
CCOc1ccc(S(=O)(=O)N(C)CC(=O)NCc2ccco2)cc1 | 5 | 2.2 | 1 | 1 | 0 | 3 | 0 | 0.2 | 2
COC(=O)c1cc2sccc2n1CC(=O)Nc1cc(OC)cc(OC)c1 | 7 | -0.1 | -1 | 2 | 2 | -5 | -7 | 0.0 | 2
CCOC(=O)CCSc1nc(C)c2cc(C)c(C)cc2n1 | -10 | -0.4 | 5 | 7 | 8 | 3 | -5 | -0.1 | 1
O=C(CCn1c(=S)[nH]c2cc3c(cc2c1=O)OCO3)NCc1ccccc1Cl | 8 | -3.7 | 10 | 6 | -2 | 2 | -7 | -0.1 | 0
CCOC(=O)NCCc1c(C)nc2c(c(C)nn2C(C)(C)C)c1C | 4 | 1.8 | 2 | 1 | 3 | 4 | -4 | 0.1 | 2
Cc1c(C(=O)NC(c2ccccn2)C(F)(F)F)oc2c(F)cccc12 (stereo not drawn) | -9 | 1.2 | 2 | 0 | 1 | 4 | 1 | 0.2 | 0

Continued:
SMILES | VLA-4 inh | MEX-5 binding | Bcl-xL primary | MCL1-BIM inh | GLD-1 RNA inh | PME-1 inh | Fam108B inh | Efflux pump inh | GRK2 inh
O=C(COC(=O)c1cccnc1Cl)Nc1ccc2c(c1)OCO2 | -3 | -0.4 | 5 | -1 | 4 | 0 | 1 | 0.1 | 1
CC(C)Oc1cccc(C(=O)C2CCCN(S(=O)(=O)C(C)C)C2)c1 (stereo not drawn) | 11 | 1.2 | 1 | 0 | -4 | 4 | 6 | 0.0 | 0
COc1cc(CCC(=O)OCC(=O)Nc2ccc(Br)cc2F)cc(OC)c1OC | -2 | 0.5 | 7 | 4 | 6 | 3 | -2 | -0.2 | 1
COc1cccc2cc(C(=O)C3=C(O)C(=O)N(Cc4ccco4)C3c3cccnc3)oc12 (stereo not drawn) | 4 | -0.9 | 11 | 11 | 2 | 2 | 2 | -0.1 | 0
O=C(c1cccc(Cl)c1)c1nn(-c2ccccc2)c(=O)cc1C(F)(F)F | 5 | 1.4 | 6 | 3 | 4 | -5 | 0 | 0.3 | 2
Cn1nnc2cc(NC(=O)Nc3cccc(C(F)(F)F)c3)ccc21 | 4 | -0.3 | 5 | 3 | -7 | -7 | -10 | -0.1 | 0
C[C@@H](NC(=O)[C@@H]1Cc2ccccc2CN1)C(=O)NC1CCCCC1 | 51* | -0.7 | -2 | 1 | -2 | -6 | -2 | 0.1 | 3
Cc1ccc(C)n1-c1ccc(C(=O)NCc2ccncc2)cc1 | 0 | 1.6 | 4 | -3 | 8 | 2 | -6 | 0.0 | 0
COc1ccc(NC(=S)N2C3CCC2CC(NC(=O)NC24CC5CC(CC(C5)C2)C4)C3)c(OC)c1 (stereo not drawn) | 10 | 4.2 | 11 | 13 | -2 | 1 | 4 | 0.1 | 0
Cc1ccc2ncccc2c1N | 7 | 0.9 | 4 | 4 | 12 | 2 | 4 | -0.2 | 2

Some of the entries so far, with two lines to a compound:
Under each structure – VLA-4 inh | MEX-5 binding | Bcl-xL primary | MCL1-BIM inh | GLD-1 RNA inh | PME-1 inh | Fam108B inh | Efflux pump inh | GRK2 inh
> Cc1ccc(C)n1-c1ccc(C(=O)NCc2ccncc2)cc1
→ 0 | 1.6 | 4 | -3 | 8 | 2 | -6 | 0.0 | 0
> COc1ccc(NC(=S)N2C3CCC2CC(NC(=O)NC24CC5CC(CC(C5)C2)C4)C3)c(OC)c1 (stereo not drawn)
→ 10 | 4.2 | 11 | 13 | -2 | 1 | 4 | 0.1 | 0
> Cc1ccc2ncccc2c1N
→ 7 | 0.9 | 4 | 4 | 12 | 2 | 4 | -0.2 | 2
